UPR CHOP act – activators of apoptotic arm of unfolded protein response (CHOP). CHO-CHOP luciferase reporter, UPR activation, luminescence; percent of tunicamycin response over DMSO baseline. activation, % at 10 µM. 330,000 tested, 0.34% active;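 active means at 10 µM dose, activation of 40% or more, normalized to positive control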;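 further: 100% = tunicamycin at 10 µg/mL and 0% = DMSO alone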
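assay system = CHO CHOP reporter cells | amount = 500 CHO-CHOP cells per well | buffer or medium = F12 with 10% FBS | incubation = 16-18 h cell attachment, then 6 h compound exposure, 37 °C | detection = luminescence read with Steady-Glo | read-out = percent activation relative to tunicamycin control | controls = tunicamycin high control, DMSO low control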
tim23-1 inh – growth inhibitors of tim23-1 mutant yeast | S. cerevisiae tim23-1 growth, BacTiter-Glo luminescence, 24 h | 330,000 tested, 1.3% active | inhibition, % at 20 µM | AID 463212;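 active means growth inhibition of the mutant yeast at or above 50%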;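 further: temperature-sensitive mutant grown at 25 °C; plate controls were DMSO-treated mutant yeast for no effect and medium wells lacking yeast for full effect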
APJ ag – APJ receptor agonism | activation, % at 20 µM | 330,000 tested, 0.11% active | P35414 | AID 2520 | CHO-K1 APJ PathHunter beta-arrestin, luminescence; 0% DMSO wells, 100% apelin;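 active means activation more than six SD over the plate average, tested at 20 µM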;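 further: 0% = DMSO alone and 100% = apelin-13 at 10 nM; some results filed as inactive read as strong as hits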
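Material: CHO-K1 APJ beta-arrestin complementation cell line; Input: cell density 1000 per well; Incubation: compound stimulation 90 min at 25 °C, detection 60 min; Signal: luminescence from split beta-galactosidase complementation, Galacton Star/Emerald II substrate; Controls: DMSO-only wells as negative, 10 nM Apelin-13 as positive control.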
Mdm2-MdmX inh – inhibitors of human Mdm2/MdmX interaction. O15151+Q00987. SaOS-2 split-luciferase Mdm2/MdmX complementation, luminescence. inhibition, % at 8 µM. 330,000 tested, 3% active;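 active means inhibition of at least 50% at 8 µM in the primary screen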
Target sequence (O15151 whole entry, looked up): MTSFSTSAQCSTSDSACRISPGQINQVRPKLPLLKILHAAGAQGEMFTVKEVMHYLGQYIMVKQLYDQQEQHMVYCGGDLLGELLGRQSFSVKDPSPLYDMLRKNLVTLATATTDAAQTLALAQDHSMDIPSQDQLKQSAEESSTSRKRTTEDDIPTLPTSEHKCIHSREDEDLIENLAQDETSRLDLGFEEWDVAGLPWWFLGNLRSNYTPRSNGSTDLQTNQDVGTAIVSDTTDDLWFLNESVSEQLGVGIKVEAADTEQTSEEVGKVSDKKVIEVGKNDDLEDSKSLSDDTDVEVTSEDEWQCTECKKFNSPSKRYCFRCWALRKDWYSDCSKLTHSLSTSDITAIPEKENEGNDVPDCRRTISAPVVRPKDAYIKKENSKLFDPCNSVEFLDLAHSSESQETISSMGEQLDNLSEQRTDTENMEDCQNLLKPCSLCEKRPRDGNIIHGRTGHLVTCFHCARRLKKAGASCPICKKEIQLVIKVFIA
Target sequence (Q00987 whole entry, looked up): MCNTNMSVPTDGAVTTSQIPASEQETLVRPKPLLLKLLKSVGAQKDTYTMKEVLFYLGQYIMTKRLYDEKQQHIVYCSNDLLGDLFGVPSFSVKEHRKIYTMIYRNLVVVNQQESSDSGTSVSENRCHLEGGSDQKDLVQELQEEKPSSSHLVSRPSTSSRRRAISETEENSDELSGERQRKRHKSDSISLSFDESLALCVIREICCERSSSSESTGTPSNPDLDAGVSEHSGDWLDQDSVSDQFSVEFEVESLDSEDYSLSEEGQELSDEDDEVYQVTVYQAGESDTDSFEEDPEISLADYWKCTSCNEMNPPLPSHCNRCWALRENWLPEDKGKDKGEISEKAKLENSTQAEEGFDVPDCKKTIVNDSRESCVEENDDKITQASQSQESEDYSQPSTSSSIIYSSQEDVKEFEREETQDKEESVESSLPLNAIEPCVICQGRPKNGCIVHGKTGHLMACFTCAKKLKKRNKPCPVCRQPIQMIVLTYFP
XBP1 UPR activ – adaptive UPR (XBP1) activation; CHO-XBP1 luciferase reporter, IRE1-XBP1 UPR activation, luminescence; percent of tunicamycin response, DMSO as zero; activation, % at 20 µM; 330,000 tested, 0.33% active;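 active means versus positive control, 20 µM dose yields 30% or more activation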;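 further: 100% = tunicamycin at 10 µg/mL and 0% = DMSO only wells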
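Test system: CHO-XBP1 luciferase reporter cells | Buffer or medium: Serum-containing F12 medium, 10% FBS | Schedule: 6 h compound exposure at 37 °C, 5% CO2 | Detection: Steady-Glo luciferase glow luminescence, 10 min after reagent addition | Read-out basis: Activation, % of tunicamycin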
CXCR6 block – inhibitors of human CXCR6 receptor. O00574. CHO-K1 PathHunter CXCR6 beta-arrestin, luminescence. inhibition, % at 20 µM. 360,000 tested, 0.36% active; in the data active means inhibition above about 34%, passing the limit was not always enough;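 further: antagonist mode with CXCL16 agonist at 10 nM final; 0% = 10 nM CXCL16 with DMSO and 100% = unstimulated wells without agonist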
APJ antagonist – antagonists of human APJ apelin receptor. inhibition, % at 20 µM. AID 2521. CHO-K1 APJ beta-arrestin complementation, luminescence. 330,000 tested, 0.32% active. P35414;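 active means inhibition above about 40% at 20 µM, limit read from the data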;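 further: cells challenged with 10 nM apelin-13 agonist together with compound; plate controls were apelin-13 plus DMSO wells for no effect and DMSO wells lacking apelin-13 for full effect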
EBI2 antag – antagonists of human EBI2 receptor; 360,000 tested, 0.81% active; EBI2 beta-arrestin recruitment, luminescence, 7a,25-OHC stimulated; AID 651636; inhibition, % at 5 µM; in the data active means inhibition above about 38%;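 further: enzyme fragment complementation signal reports receptor beta-arrestin coupling in cells; 0% = agonist plus DMSO wells and 100% = wells without agonist; some results beyond the cut were filed as inactive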
CCR6 antagonist – blocks CCL20-driven beta-arrestin recruitment at human CCR6 | P51684 | CHO-K1 CCR6 PathHunter beta-arrestin, luminescence, CCL20-stimulated | inhibition, % at 20 µM | 340,000 tested, 0.49% active | AID 493098;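 active means compounds whose inhibition of the agonist-driven luminescence signal at 20 µM reaches about 50%, limit read from the data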;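 further: cells stimulated with CCL20 at 14 nM final; plate controls were DMSO with CCL20 for no effect and DMSO without agonist for full effect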
An asterisk follows results filed as active.

Under each structure: UPR CHOP act	tim23-1 inh	APJ ag	Mdm2-MdmX inh	XBP1 UPR activ	CXCR6 block	APJ antagonist	EBI2 antag	CCR6 antagonist
(1) Cc1ccc(CNC(=O)CN2C(=O)NC(C)(c3ccccc3Cl)C2=O)cc1 (configuration not stated)
    -1.2	8	0	-6	-5	-2	4	4	3
(2) CCOc1ccccc1OCCC(=O)NNC(=O)Cn1nc(C)cc1C
    0.7	-5	8	6	3	0	-14	4	-4
(3) Cc1ccc2c(C)c(C(=O)N(C)CCC3CCCCO3)oc2c1C (configuration not stated)
    3.8	22	-7	28	1	12	14	1	15
(4) O=C(NCc1cccnc1)c1cn(-c2ccccc2)nc1-c1ccccc1
    2.5	14	-2	-12	1	7	3	-1	3
(5) COc1ccc(N2C(=NC(=O)C3CCCCC3)SC3CS(=O)(=O)CC32)cc1OC (configuration not stated)
    1.2	11	-3	14	-4	2	1	4	0
(6) CC(C)(C)CN1C(N)=NC[C@@H]1Cc1ccc(O)cc1
    -1.7	10	9	-15	2	-5	-5	-2	-8
(7) Cc1ccc(-c2nc3ccccc3c(=O)n2N)cc1
    3.0	13	-3	5	-5	-6	-2	1	8
(8) CCCCOCCCNC(=O)CN1C(=O)c2ccccc2C1=O
    -1.0	-10	-3	-4	-2	0	0	-8	-21
(9) Cn1cccc1CC(=O)N/N=C/c1ccc(Cl)cc1
    3.5	10	-4	-26	1	-3	7	24	-7
(10) O=C(CSc1ccc2ccccc2n1)NCCCN1CCCC1=O
    -0.6	-7	-2	14	-1	-3	13	4	6
(11) O=C(CSc1nnc(-c2ccccc2F)n1C1CC1)NCc1ccco1
    -2.5	-12	-2	4	-4	1	26	-7	2
(12) CC1(C)Cc2ccccc2C(/C(=N\Nc2cccc(Cl)c2)C(N)=O)=N1
    0.4	22	1	20	-4	-6	-2	2	13
(13) COc1ccc(S(=O)(=O)N2CCC(C(=O)NCCc3ccc4c(c3)OCO4)CC2)cc1
    -0.5	13	-4	-2	-3	3	6	22	3
(14) COc1ccc(C2=NN(S(C)(=O)=O)C(c3cccs3)C2)cc1OC (configuration not stated)
    2.5	15	-2	-20	4	13	1	-8	3
(15) Cc1ccc(S(=O)(=O)N[C@H](C(=O)OCC(=O)NC(=O)C2CCCCC2)C(C)C)cc1
    -1.5	28	1	-13	1	-1	15	2	8
(16) O=C(COc1ccccc1)N(Cc1ccco1)c1ccc(O)cc1
    1.7	23	-4	-2	-2	-1	4	-7	0
(17) Cc1cc(C)cc(OCCn2nnc3ccccc32)c1
    4.3	20	-5	-11	-4	3	-9	2	8
(18) CCC1CCCCN1C(=O)CSc1nnc(-c2cccc(Cl)c2)o1 (configuration not stated)
    4.1	34	-2	-8	-1	2	5	5	8
(19) CCOC(=O)C1(S(=O)(=O)c2ccc(Cl)cc2)CCN(Cc2ccc(C)cc2)CC1
    -0.8	45	-1	12	0	-3	-10	22	16
(20) O=C(NCCCN1CCOCC1)c1cc(-c2ccc(F)cc2)on1
    1.6	4	-6	-20	0	-4	12	-15	5
(21) CCOC(=O)c1ccc(NC(=O)Cc2coc3cc4c(cc23)CCC4)cc1
    -0.7	14	0	11	-1	-6	-2	-1	10
(22) NC(=O)C1CCCN(C(=O)c2ccc(Cl)c(S(=O)(=O)N3CCc4ccccc43)c2)C1 (configuration not stated)
    0.4	6	-3	-11	-2	-9	16	10	15
(23) O=C(O)CC(NC(=O)/C(=C/c1ccccc1)NC(=O)c1ccccc1)c1ccccc1 (configuration not stated)
    -1.6	-16	-2	15	-2	-1	-2	-4	7
(24) COc1ccc(NC(=O)Cn2c(=O)n(-c3ccc(CC(=O)NCc4ccco4)cc3)c(=O)c3ccccc32)cc1
    3.3	-19	-2	14	-5	10	-6	-1	11
(25) CCCN(CCC)S(=O)(=O)c1ccc(C(=O)N2CCC(=O)c3ccccc32)cc1
    -1.6	3	-2	20	0	10	6	8	-12

14 entries out of the list, ordered by formula weight, ascending.
Under each structure: UPR CHOP act	tim23-1 inh	APJ ag	Mdm2-MdmX inh	XBP1 UPR activ	CXCR6 block	APJ antagonist	EBI2 antag	CCR6 antagonist
(7) Cc1ccc(-c2nc3ccccc3c(=O)n2N)cc1
    3.0	13	-3	5	-5	-6	-2	1	8
(6) CC(C)(C)CN1C(N)=NC[C@@H]1Cc1ccc(O)cc1
    -1.7	10	9	-15	2	-5	-5	-2	-8
(17) Cc1cc(C)cc(OCCn2nnc3ccccc32)c1
    4.3	20	-5	-11	-4	3	-9	2	8
(16) O=C(COc1ccccc1)N(Cc1ccco1)c1ccc(O)cc1
    1.7	23	-4	-2	-2	-1	4	-7	0
(3) Cc1ccc2c(C)c(C(=O)N(C)CCC3CCCCO3)oc2c1C (configuration not stated)
    3.8	22	-7	28	1	12	14	1	15
(10) O=C(CSc1ccc2ccccc2n1)NCCCN1CCCC1=O
    -0.6	-7	-2	14	-1	-3	13	4	6
(12) CC1(C)Cc2ccccc2C(/C(=N\Nc2cccc(Cl)c2)C(N)=O)=N1
    0.4	22	1	20	-4	-6	-2	2	13
(21) CCOC(=O)c1ccc(NC(=O)Cc2coc3cc4c(cc23)CCC4)cc1
    -0.7	14	0	11	-1	-6	-2	-1	10
(18) CCC1CCCCN1C(=O)CSc1nnc(-c2cccc(Cl)c2)o1 (configuration not stated)
    4.1	34	-2	-8	-1	2	5	5	8
(11) O=C(CSc1nnc(-c2ccccc2F)n1C1CC1)NCc1ccco1
    -2.5	-12	-2	4	-4	1	26	-7	2
(1) Cc1ccc(CNC(=O)CN2C(=O)NC(C)(c3ccccc3Cl)C2=O)cc1 (configuration not stated)
    -1.2	8	0	-6	-5	-2	4	4	3
(23) O=C(O)CC(NC(=O)/C(=C/c1ccccc1)NC(=O)c1ccccc1)c1ccccc1 (configuration not stated)
    -1.6	-16	-2	15	-2	-1	-2	-4	7
(13) COc1ccc(S(=O)(=O)N2CCC(C(=O)NCCc3ccc4c(c3)OCO4)CC2)cc1
    -0.5	13	-4	-2	-3	3	6	22	3
(24) COc1ccc(NC(=O)Cn2c(=O)n(-c3ccc(CC(=O)NCc4ccco4)cc3)c(=O)c3ccccc32)cc1
    3.3	-19	-2	14	-5	10	-6	-1	11

Some of the compounds tested; count on the stated rates, not on these rows.
